EWS-Fli block – inhibitors of EWS/Fli oncoprotein transcriptional activity | A673 NR0B1-luciferase reporter, viability-normalised | actives 0.67% (n = 350,000) | inhibition, % at 12.6 µM;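 active = mean inhibition of at least 50% after viability correction, with every replicate also passing that limit; inconclusive = mean reaches 50% but only one of two replicates passes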;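 note: firefly luciferase signal divided by Alamar Blue viability fluorescence both relative to DMSO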
CASP6 VEID inh – caspase-6 (human) enzyme inhibition; P55212; purified caspase-6, Z-VEID-R110 cleavage fluorescence; inhibition, % at 12.5 µM; actives 0.53% (n = 350,000);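 active = mean inhibition across replicates at least about 35%, with every replicate also reaching that limit, limit read from the data; inconclusive = only one of the two criteria met; inactive = neither criterion met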;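 note: 0% = median of neutral control wells and 100% = no fluorescence left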
Target sequence (P55212 24-179 limits assumed): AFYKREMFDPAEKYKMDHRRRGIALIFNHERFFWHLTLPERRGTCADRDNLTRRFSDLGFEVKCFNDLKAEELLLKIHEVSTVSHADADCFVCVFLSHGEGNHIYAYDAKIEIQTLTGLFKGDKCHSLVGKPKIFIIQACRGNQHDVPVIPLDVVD
Target sequence (P55212 194-293 limits assumed): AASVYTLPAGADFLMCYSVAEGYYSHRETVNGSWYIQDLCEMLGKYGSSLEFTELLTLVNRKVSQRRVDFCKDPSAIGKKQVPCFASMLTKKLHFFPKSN
DENV2 CPE rescue – DENV2-induced cell death inhibition. DENV2-infected cells, cytopathic effect rescue, plate reader. actives 1.7% (n = 350,000). CPE inhibition, % at 9.99 µM; in the data active = CPE inhibition above about 20%, passing the limit was not always enough; inconclusive = no clear call, values can overlap the other calls; tested in BHK-21 cells;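 note: 0% = median of neutral control wells and 100% = median of positive control wells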
ARNT TACC3 PPI – disrupts binding between human ARNT and TACC3; inhibition, % at 9.99 µM; actives 0.66% (n = 390,000); AID 623870; AlphaScreen His-ARNT PAS-B/GST-TACC3 binding, luminescence; TACC3 fragment carries E629A point mutation; Q9Y6A5;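 active = mean inhibition of replicates at least 50% and at least half of replicates each reaching 50%; inconclusive = half or more replicates reach 50% but mean below 50%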;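 note: 0% = complete ARNT plus TACC3 wells and 100% = ARNT alone without TACC3; many hits fall short of the cut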
PAX8 inh HTS – inhibitors of PAX8 transcriptional activity in RMG-I cells. RMG-I TPO-luciferase reporter, SteadyGlo, 24 h. inhibition, % at 12.6 µM. actives 1.2% (n = 360,000);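 active = mean replicate inhibition at least 60% with every replicate also reaching 60%; inconclusive = only one of the two criteria is met; inactive = mean below 60% and not all replicates reaching 60%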;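 note: luciferase light reporting Pax8 driven TPO promoter activity; plate controls were median of neutral control wells for no effect and mitoxantrone controls for full effect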
SIRT5 block – inhibitors of human sirtuin-5 desuccinylase. AID 652115. inhibition, % at 15 µM. Q9NXA8. Purified SirT5, succinyl-peptide AMC, trypsin-coupled fluorescence. actives 1.1% (n = 330,000); in the data active = inhibition above about 15%; inconclusive = no clear call, values can overlap the other calls
Target sequence (Q9NXA8 whole entry, looked up): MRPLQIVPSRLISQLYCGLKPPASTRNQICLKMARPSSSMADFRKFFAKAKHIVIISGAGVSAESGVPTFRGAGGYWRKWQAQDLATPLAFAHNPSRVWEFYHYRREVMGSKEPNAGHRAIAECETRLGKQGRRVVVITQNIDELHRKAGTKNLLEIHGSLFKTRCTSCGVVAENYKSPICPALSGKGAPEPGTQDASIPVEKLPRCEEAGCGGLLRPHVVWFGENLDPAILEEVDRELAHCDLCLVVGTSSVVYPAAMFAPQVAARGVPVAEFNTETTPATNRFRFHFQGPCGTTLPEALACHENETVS
LGR2 antag – blocks bursicon-induced cAMP signaling via Drosophila LGR2; HEK293 LGR2, CRE-luciferase, bursicon-stimulated, 4 h; actives 0.35% (n = 380,000); AID 720647; inhibition, % at 9.99 µM;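 active = drop in luminescence signal, shown as inhibition above about 50% in the replicate tests, limit read from the data, passing the limit was not always enough; inconclusive = probably only some replicates passing the limit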;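 note: agonist challenge used bursicon conditioned medium at about half maximal strength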
Numbers without * were called inactive; ? = inconclusive; . = not tested or not shown.

1	CCOc1ccccc1C=NNc1ccc([N+](=O)[O-])cn1
2	CC1CCN(CCCNC(=O)c2ccc(N3CCCC3=O)cc2)CC1
3	COc1cc(/C=C/[N+](=O)[O-])ccc1OC(=O)c1cc2ccccc2oc1=O
4	CC(C(=O)NC1CCCc2ccccc21)N1CCN(c2ccc(F)cc2)CC1 (stereo not given)
5	COc1ccc(NC(=O)Nc2ccc3c(c2)C(=O)N([C@@H](C)CO)C[C@H](C)[C@@H](CN(C)Cc2ccc(C(F)(F)F)cc2)O3)cc1
Assay by compound	1	2	3	4	5
EWS-Fli block	-16	1	12	.	1
CASP6 VEID inh	2	-31	1	.	1
DENV2 CPE rescue	-8	-5	-8	.	-6
ARNT TACC3 PPI	-2	1	-3	1	13
PAX8 inh HTS	-6	2	-20	0	-5
SIRT5 block	.	0	-2	.	-2
LGR2 antag	-1	-5	.	10	8

6	CCCN1[C@@H]2Cn3c(cccc3=O)[C@H]1[C@@H](C(=O)Nc1ccccc1)[C@@H]2CO
7	CCCC/C(=N\NC(=O)c1ccc(Br)o1)c1ccccc1
8	CCOc1cc(C(=O)NC2=NCCS2)cc(OCC)c1OCC
9	COCCCC1CCN(C(=O)C2CCC(=O)N(CCc3cccc(F)c3)C2)CC1 (stereo not given)
10	C[C@@H]1CN([C@H](C)CO)C(=O)c2cc(NS(=O)(=O)c3ccc(Cl)cc3)ccc2O[C@@H]1CN(C)C(=O)Nc1ccc(C(F)(F)F)cc1
Assay by compound	6	7	8	9	10
EWS-Fli block	-7	.	10	3	6
CASP6 VEID inh	0	.	2	0	.
DENV2 CPE rescue	1	.	.	2	.
ARNT TACC3 PPI	1	5	-9	2	.
PAX8 inh HTS	-7	3	-27	.	-2
SIRT5 block	-3	.	-1	-3	.
LGR2 antag	7	2	0	3	-4

11	Cc1cc(Br)c(OCc2ccc(C(=O)N/N=C/c3ccc[nH]3)cc2)c(Br)c1
12	CC(=O)C1=C(c2ccccc2)NC(=O)NC1c1ccccc1OCC#N (stereo not given)
13	CCOc1c(Br)cc(C(=O)OCC(=O)N2CCc3ccccc3C2)cc1OC
14	COc1ccc(C(=O)N/C(=C\c2cn(S(=O)(=O)N(C)C)c3ccccc23)C(=O)NCCN2CCOCC2)cc1
15	COC(=O)c1ccccc1OCCOCCOc1cccc2ccc(C)nc12
Assay by compound	11	12	13	14	15
EWS-Fli block	58*	-4	-3	-3	0
CASP6 VEID inh	-1	4	1	-7	-1
DENV2 CPE rescue	-1	4	.	-3	2
ARNT TACC3 PPI	-1	29	-20	2	-2
PAX8 inh HTS	95*	.	7	-27	3
SIRT5 block	1	5	-1	-1	-4
LGR2 antag	32	-21	0	7	12

16	CS(=O)(=O)Nc1ccc2c(c1)[C@H]1C[C@@H](CC(=O)NCc3ccccc3)O[C@H](CO)[C@H]1O2
17	O=C(O)c1ccccc1-c1ccccc1C(=O)NNc1ccc([N+](=O)[O-])cc1
18	C=CCN1C(=O)[C@]2(O[C@H](CCn3cc([C@H](O)c4ccccc4)nn3)[C@@H]([Si](C)(C)c3ccc(OC)cc3)[C@@H]2C)c2cc(N3CCC3=O)ccc21
19	O=C(c1ccc(Cl)c([N+](=O)[O-])c1)N1CCN(c2ccccc2)CC1
20	Cc1cccc2[nH]c(CN(C)C(=O)C3CCC(=O)N(CCc4ccccc4)C3)nc12 (stereo not given)
Assay by compound	16	17	18	19	20
EWS-Fli block	2	-1	11	11	8
CASP6 VEID inh	-4	3	3	0	-2
DENV2 CPE rescue	.	-2	-5	1	?
ARNT TACC3 PPI	-14	4	3	6	-13
PAX8 inh HTS	3	-14	3	17	8
SIRT5 block	2	-1	0	6	1
LGR2 antag	-2	2	.	-20	6

21	C[C@@H]1CN([C@@H](C)CO)C(=O)c2cc(NC(=O)Nc3ccc(C(F)(F)F)cc3)ccc2O[C@@H](C)CCCCO[C@H]1CN(C)CC1CCCCC1
22	COc1ccc(-c2nnc(SCC(=O)Nc3ccccc3OC)o2)cc1
23	Cn1c(=O)c2[nH]c(COc3ccccc3)nc2n(C)c1=O
24	O=C(Nc1nnc(C2CC2)s1)C1Cc2ccccc2CN1C(=O)c1ccco1 (stereo not given)
25	COc1cc(F)cc(-c2ccc3c(c2)c(C#Cc2ccsc2)c(-c2cc(OC)cc(OC)c2)n3C)c1
Assay by compound	21	22	23	24	25
EWS-Fli block	47	-23	7	-4	7
CASP6 VEID inh	-2	1	-6	7	0
DENV2 CPE rescue	-23	3	13	2	-3
ARNT TACC3 PPI	16	-2	0	.	3
PAX8 inh HTS	-2	.	-1	-17	-25
SIRT5 block	-7	4	-9	1	5
LGR2 antag	.	-55	-11	12	-2

26	CCn1cc(C(=O)NCc2ccccc2Cl)cn1
27	C#CCOCCOCCOCCNc1nc(N2CCN(C(=O)[C@H]([C@@H](C)CC)n3cc(CCC(=O)O)nn3)CC2)nc(N2CCN(C(=O)[C@H](CCCCN)n3cc(CCC(=O)O)nn3)CC2)n1
28	COC(=O)[C@@H]1[C@H]2C[C@H]3c4[nH]c5ccccc5c4CCN3C[C@@H]2CC[C@@H]1O
29	CCOc1ccc(CC(C(N)=O)C(N)=O)cc1
30	C[C@@H]1CCCCO[C@H](CN(C)S(=O)(=O)c2ccc(F)cc2)[C@@H](C)CN([C@H](C)CO)C(=O)c2cc(NS(C)(=O)=O)ccc2O1
Assay by compound	26	27	28	29	30
EWS-Fli block	.	-7	-9	-23	-5
CASP6 VEID inh	.	3	-4	-1	0
DENV2 CPE rescue	.	0	2	-2	11
ARNT TACC3 PPI	-13	4	-8	-8	-1
PAX8 inh HTS	18	-1	-3	11	-4
SIRT5 block	.	-1	0	0	-4
LGR2 antag	-12	5	7	23	8

31	CCCC(=O)Nc1ccc2c(c1)C(=O)N(C)[C@H]1CC[C@@H](CC(=O)NCCN3CCCCC3)O[C@@H]1CO2
32	CCOC(=O)N1CCN(CC(=O)Nc2nccs2)CC1
33	CC1CCN(C(=O)Cn2ncc3c4ccccc4n(C)c3c2=O)CC1
34	C=CCOC(=O)c1c(C)nc2cc3c(cc2c1C)OCO3
35	C[C@H](CO)N1C[C@H](C)[C@H](CN(C)Cc2ccc(Oc3ccccc3)cc2)Oc2c(NC(=O)CCCCCC(=O)Nc3ccccc3N)cccc2C1=O
Assay by compound	31	32	33	34	35
EWS-Fli block	2	-6	-33	-12	31
CASP6 VEID inh	-2	0	2	0	1
DENV2 CPE rescue	8	-3	.	0	18
ARNT TACC3 PPI	-9	.	-4	3	.
PAX8 inh HTS	-4	7	-37	1	10
SIRT5 block	2	-4	-6	2	10
LGR2 antag	11	-7	-23	-9	-1

36	CCCCCCOc1ccc(C(=O)NCCCn2ccnc2)cc1
37	CSc1cccc(NC(=O)Nc2ccccc2C(N)=O)c1
38	COc1ccc(NC(=O)N(C)C[C@@H]2Oc3ccc(NC(=O)Cn4cnnn4)cc3C(=O)N([C@H](C)CO)C[C@@H]2C)cc1
39	Cc1[nH]c(C)c(S(=O)(=O)NCc2ccc(F)cc2)c1C(=O)N1CCCC1
40	CO[C@H]1CN(C)C(=O)c2ccc(NC(=O)Cc3ccccc3)cc2OC[C@@H](C)NC[C@H]1C
Assay by compound	36	37	38	39	40
EWS-Fli block	24	-2	4	.	1
CASP6 VEID inh	-6	-1	0	-3	-1
DENV2 CPE rescue	0	1	-2	-4	6
ARNT TACC3 PPI	4	-36	-4	4	-2
PAX8 inh HTS	26	-39	.	-18	-16
SIRT5 block	-3	-5	6	-1	-9
LGR2 antag	.	-21	1	-8	9

Reformatted: results already given
(36) CCCCCCOc1ccc(C(=O)NCCCn2ccnc2)cc1
  EWS-Fli block: 24	CASP6 VEID inh: -6	DENV2 CPE rescue: 0	ARNT TACC3 PPI: 4	PAX8 inh HTS: 26	SIRT5 block: -3	LGR2 antag: .
(37) CSc1cccc(NC(=O)Nc2ccccc2C(N)=O)c1
  EWS-Fli block: -2	CASP6 VEID inh: -1	DENV2 CPE rescue: 1	ARNT TACC3 PPI: -36	PAX8 inh HTS: -39	SIRT5 block: -5	LGR2 antag: -21
(38) COc1ccc(NC(=O)N(C)C[C@@H]2Oc3ccc(NC(=O)Cn4cnnn4)cc3C(=O)N([C@H](C)CO)C[C@@H]2C)cc1
  EWS-Fli block: 4	CASP6 VEID inh: 0	DENV2 CPE rescue: -2	ARNT TACC3 PPI: -4	PAX8 inh HTS: .	SIRT5 block: 6	LGR2 antag: 1
(39) Cc1[nH]c(C)c(S(=O)(=O)NCc2ccc(F)cc2)c1C(=O)N1CCCC1
  EWS-Fli block: .	CASP6 VEID inh: -3	DENV2 CPE rescue: -4	ARNT TACC3 PPI: 4	PAX8 inh HTS: -18	SIRT5 block: -1	LGR2 antag: -8

Next section.
41	Cc1cc(C(=O)Nc2cccc3c2O[C@H](CN(C)S(=O)(=O)c2c(C)noc2C)[C@H](C)CN([C@H](C)CO)C3=O)n(C)n1
42	O=C([C@@H]1[C@@H](CO)[C@@H]2Cn3c(cccc3=O)[C@H]1N2Cc1cocn1)N1CCCCC1
43	O=C(NCCC1=CCCCC1)C(=O)NCC(c1ccco1)N1CCN(c2ccccc2F)CC1 (stereo not given)
44	CCCc1[nH]nc2c1C(c1ccoc1)C(C#N)=C(N)O2 (stereo not given)
45	COCC#Cc1cnc2c(c1)C(=O)N([C@H](C)CO)C[C@H](C)[C@H](CN(C)S(=O)(=O)c1cn(C)cn1)O2
Assay by compound	41	42	43	44	45
EWS-Fli block	-8	-4	9	7	-15
CASP6 VEID inh	-1	-2	0	0	-3
DENV2 CPE rescue	.	-3	-3	-1	2
ARNT TACC3 PPI	-1	6	-7	-2	-1
PAX8 inh HTS	.	-11	39	-5	.
SIRT5 block	4	8	-8	-4	3
LGR2 antag	5	18	9	35	-10

46	COc1cccc(OCc2cc(C(=O)N(C)Cc3nc4ccccc4[nH]3)no2)c1
47	CSCCC(c1nnnn1Cc1ccccc1)N1CCN(C/C=C/c2ccccc2)CC1 (stereo not given)
48	O=C(C[C@@H]1C=C[C@H](NS(=O)(=O)c2ccccc2)[C@H](CO)O1)NCc1ccncn1
49	Cc1cc(NC(=O)CCC(=O)N(C2CC2)C(C(=O)NC(C)(C)C)c2ccccc2Cl)no1 (stereo not given)
50	O=C1/C(=C/c2cccnc2)SC(=S)N1CC1CCCO1 (stereo not given)
Assay by compound	46	47	48	49	50
EWS-Fli block	-93	11	6	2	8
CASP6 VEID inh	2	1	-2	-2	1
DENV2 CPE rescue	-4	-1	-2	-3	4
ARNT TACC3 PPI	2	.	.	-7	3
PAX8 inh HTS	-103	20	7	-6	42
SIRT5 block	0	3	-3	-4	0
LGR2 antag	-63	-20	-10	9	.

51	COCCn1c(=NC(=O)CCS(=O)(=O)c2ccccc2)sc2cc(C(=O)OC)ccc21
52	COc1cc(OC)cc(C(=O)N2CCN(S(=O)(=O)c3ccc4c(c3)OCCO4)CC2)c1
53	CC(OC(=O)CCCC(=O)Nc1ccccc1)C(=O)c1ccccc1 (stereo not given)
54	O=C(N/C(C(=O)N1CCOCC1)=C(\Sc1ncccn1)c1ccccc1)c1ccccc1
55	C[C@H](CO)N1C[C@H](C)[C@@H](CN(C)C(=O)Nc2ccc(F)cc2)Oc2ncc(Br)cc2C1=O
56	Cc1cccc(CC(=O)N2CCC(N3CCC(C(=O)N4CCOCC4)CC3)CC2)c1
57	COc1cc(OC)cc(C(=O)NCc2ccc3[nH]c(C)cc3c2)c1
Assay by compound	51	52	53	54	55	56	57
EWS-Fli block	-2	10	4	.	9	-5	13
CASP6 VEID inh	-1	-2	1	.	-1	11	-2
DENV2 CPE rescue	-5	13	-5	.	-11	-2	2
ARNT TACC3 PPI	-10	.	-4	-2	-1	2	-3
PAX8 inh HTS	-3	-2	-8	3	5	-14	6
SIRT5 block	-1	3	0	.	-2	-3	-1
LGR2 antag	-2	-18	2	6	0	-7	12

Only EWS-Fli block, PAX8 inh HTS and SIRT5 block, for some of the entries so far:
entry	Compound	EWS-Fli block	PAX8 inh HTS	SIRT5 block
51	COCCn1c(=NC(=O)CCS(=O)(=O)c2ccccc2)sc2cc(C(=O)OC)ccc21	-2	-3	-1
52	COc1cc(OC)cc(C(=O)N2CCN(S(=O)(=O)c3ccc4c(c3)OCCO4)CC2)c1	10	-2	3
53	CC(OC(=O)CCCC(=O)Nc1ccccc1)C(=O)c1ccccc1 (stereo not given)	4	-8	0
